Source: PubChem BioAssay
MKP-1 inh: MKP-1 phosphatase inhibitors, primary screen, biochemical, in vitro. AID 374, 2006. inhibition, %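 (compounds tested at a single concentration somewhere between 10 and 100 µM)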. Dual specificity protein phosphatase 1 (Homo sapiens), P28562. recombinant MKP-1, OMFP hydrolysis fluorescence. hit rate 0.15% among 65,000;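 active = inhibition above about 50%, limit read from the data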;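 also: 0% = DMSO max control wells and 100% = wells with enzyme stopped by NaOH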
Cathepsin G inh: human cathepsin G inhibitors, primary screen, biochemical, pooled compound mixtures, AMC fluorescence | P08311 | purified enzyme, AMC-tetrapeptide fluorescence | inhibition, % at 5 µM (by protocol) | hit rate 0.2% among 62,000;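 active = inhibition above 20% in each of the two mixture wells holding the compound; inactive = inhibition of 20% or less in either well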;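 also: 0% = enzyme control without mixture and 100% = blank lacking enzyme; strong numbers were not always called active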
Target sequence (P08311 21-244 limits assumed): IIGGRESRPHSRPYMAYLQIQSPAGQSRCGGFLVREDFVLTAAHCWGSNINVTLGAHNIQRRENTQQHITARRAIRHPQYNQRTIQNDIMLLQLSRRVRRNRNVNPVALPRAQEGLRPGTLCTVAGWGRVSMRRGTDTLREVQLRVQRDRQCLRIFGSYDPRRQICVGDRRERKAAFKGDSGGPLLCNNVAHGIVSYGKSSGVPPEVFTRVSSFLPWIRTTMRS
5HT1a ag: human 5-HT1a receptor agonists, primary screen, cell-based, CHO, Ga15 NFAT-bla reporter. 5-hydroxytryptamine receptor 1A (Homo sapiens), P08908. CHO 5-HT1a Ga15 NFAT-bla reporter, FRET ratio; 0% basal, 100% maximal reference agonist. activation, % at 10 µM. hit rate 0.56% among 65,000;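 active = activation above the screen-wide mean activation plus 3 SD, cut at about 19% in these data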;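 also: 0% = DMSO wells and 100% = 5-CT at EC100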
Cdc25B block: inhibitors of Cdc25B phosphatase catalytic domain, primary screen, biochemical, OMFP fluorescence; inhibition, %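 (compounds tested at 10 µM final in the well)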; hit rate 0.1% among 65,000; AID 368, 2006; recombinant Cdc25B, OMFP fluorescence Ex485/Em525; in the data active = inhibition above about 50%
Target sequence (P30305 whole entry, looked up, the tested form may be a part): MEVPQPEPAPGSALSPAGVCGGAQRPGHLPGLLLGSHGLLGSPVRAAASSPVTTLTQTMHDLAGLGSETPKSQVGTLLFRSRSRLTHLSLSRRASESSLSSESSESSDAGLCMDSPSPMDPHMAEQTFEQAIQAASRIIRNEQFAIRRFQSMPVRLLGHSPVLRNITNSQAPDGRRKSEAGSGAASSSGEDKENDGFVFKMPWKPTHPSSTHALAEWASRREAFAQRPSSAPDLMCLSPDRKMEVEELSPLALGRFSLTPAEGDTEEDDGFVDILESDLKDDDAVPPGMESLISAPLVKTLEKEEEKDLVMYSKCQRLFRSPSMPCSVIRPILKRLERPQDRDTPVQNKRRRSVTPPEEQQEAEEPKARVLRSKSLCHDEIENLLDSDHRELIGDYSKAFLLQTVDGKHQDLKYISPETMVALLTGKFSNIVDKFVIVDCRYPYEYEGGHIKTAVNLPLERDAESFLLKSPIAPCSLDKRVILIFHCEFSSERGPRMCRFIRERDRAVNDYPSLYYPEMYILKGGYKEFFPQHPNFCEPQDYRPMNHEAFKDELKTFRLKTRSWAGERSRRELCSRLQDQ
C1s inh: complement C1s protease inhibitors, primary screen, biochemical, 10-compound mixtures. Complement C1s subcomponent (Homo sapiens), P09871. purified C1s, fluorogenic AMC substrate, pooled mixtures. mean inhibition % of two 10-compound mixtures (hits give high values), % at 5 µM (by protocol). hit rate 0.16% among 62,000;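 active = inhibition above 20% in each of the two 10-compound mixture wells holding the compound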;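 also: 0% = enzyme wells lacking compound mixture and 100% = no-enzyme blank wells; some compounds called inactive have numbers as strong as hits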
CatL block: inhibitors of human cathepsin L, biochemical | Procathepsin L (Homo sapiens), P07711 | purified cathepsin L, fluorogenic substrate, fluorescence | inhibition, %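 (tested at 10 µM)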 | hit rate 0.17% among 58,000 | AID 460, 2006; in the data active = inhibition above about 45%;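 also: 0% = enzyme with no compound and 100% = no enzyme blank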
Target sequence (P07711 114-288 limits assumed): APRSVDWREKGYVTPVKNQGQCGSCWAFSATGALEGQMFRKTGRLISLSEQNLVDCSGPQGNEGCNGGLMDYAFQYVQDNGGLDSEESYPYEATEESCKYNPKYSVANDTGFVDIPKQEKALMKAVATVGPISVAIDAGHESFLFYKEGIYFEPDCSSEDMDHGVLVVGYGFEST
Target sequence (P07711 292-333 limits assumed): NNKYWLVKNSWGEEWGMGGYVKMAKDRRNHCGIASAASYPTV
FXIIa inh mix: human factor XIIa inhibitors, primary screen, biochemical, pooled compound mixtures, fluorogenic substrate; purified FXIIa; inhibition, % at 5 µM; hit rate 0.2% among 62,000; AID 684, 2007;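 also: 0% = enzyme without compound and 100% = no enzyme blank; some results filed as inactive read as strong as hits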
FXIa inh mix: FXIa protease inhibitors in compound pools, primary screen, biochemical, 10-compound mixtures; Coagulation factor XI (Homo sapiens), P03951; purified FXIa, fluorogenic substrate, pooled mixtures; inhibition, % at 5 µM; hit rate 0.19% among 62,000; AID 680, 2007;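 also: each value is inhibition by a whole ten-compound pool holding the compound; 0% = enzyme with no mixture and 100% = wells lacking enzyme; strong numbers were not always called active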
Hsp90 inh: tumor Hsp90 inhibitors, primary screen, cell lysate, fluorescence polarization, NCI-N417 lysate; Cy3B-geldanamycin FP displacement; inhibition, % at 30 µM; AID 429, 2006; hit rate 0.35% among 64,000;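 active = inhibition above 50%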;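 also: 0% = tracer plus lysate wells and 100% = tracer alone without lysate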
Numbers without * were called inactive; / = no result given. Rule as the data show it, unless noted: active = inhibition above about 20% (passing the limit was not always enough); inactive = the rest.

Every second line gives: Hsp90 inh | C1s inh | 5HT1a ag | Cdc25B block | MKP-1 inh | FXIa inh mix | FXIIa inh mix | Cathepsin G inh | CatL block
1) CCCOc1ccccc1C1CC(=O)NC2=C1C(=O)CCC2 (configuration not stated)
 : -1 | -16 | -3.3 | 3 | 22 | 3 | -19 | -1 | -8
2) Cn1c(=O)oc2cc(C(=O)c3ccccc3)ccc21
 : -4 | / | -0.7 | -4 | -5 | / | / | / | 12
3) O=c1c2c(n3nnnc3n1-c1ccccc1)-c1ccccc1CC21CCCC1
 : 2 | 14 | -3.0 | -8 | 16 | 7 | 12 | 9 | 5
4) CN=C1c2cc3c(Br)c(OC)ccc3n2CCN1C
 : -2 | -69 | 1.2 | 18 | -21 | 4 | -14 | 7 | -6
5) Cc1ccc2c(c1)N(CC(=O)OC(CC(C)C)C(=O)NC1CCCC1)C(=O)CO2 (configuration not stated)
 : 0 | 3 | -0.4 | -16 | -1 | 7 | 8 | 0 | -5
6) COc1cccc(/C(O)=C2/C(=O)C(=O)N(CCN(C)C)C2c2ccc(Br)cc2)c1 (configuration not stated)
 : -3 | / | 2.8 | -8 | -25 | / | / | / | /
7) COc1ccc(OC)c(S(=O)(=O)Nc2ccccc2SC)c1
 : -8 | 9 | -1.3 | -2 | -5 | 7 | -14 | 9 | 2
8) O=S(=O)(NCC(O)COCc1ccco1)c1cccs1 (configuration not stated)
 : -6 | 28 | 1.0 | -5 | 16 | -4 | 8 | 3 | 5
9) Cc1cc(=O)[nH]c(SCC(=O)N2CCN(C(c3ccccc3)c3ccccc3)CC2)n1
 : -2 | -5 | 2.2 | 7 | 40 | 2 | 12 | 6 | 2
10) CC(C)(C)c1ccc(Cn2nnc3c(=O)[nH]c(C4CCN(C(=O)Cc5cccs5)CC4)nc32)cc1
 : 5 | 11 | 0.8 | -10 | 0 | 4 | 0 | 7 | -1
11) CCn1c(SCc2nc3ccccc3[nH]2)nnc1-c1cnccn1
 : -8 | -4 | 1.2 | -1 | -15 | -1 | 6 | 7 | 19
12) Nc1ccc2c3c(cccc13)CC2
 : -6 | / | 7.6 | 6 | -21 | / | / | / | -84
13) COc1ccc(OC)c(S(=O)(=O)N2CCC(C(=O)NCc3ccccc3)CC2)c1
 : 0 | -28 | -2.5 | -5 | -2 | 6 | 4 | -4 | 17
14) C1CCN(c2nc3nonc3nc2N2CCCC2)C1
 : 3 | 16 | -1.1 | 4 | -5 | 9 | 12 | 6 | -3
15) CC1CCCCC1NC(=O)CCS(=O)(=O)c1cccc2nonc12 (configuration not stated)
 : / | -1 | -0.6 | -3 | 21 | 7 | 3 | -2 | 2
16) Cc1ccc(Cn2c(CN3CC(C)OC(C)C3)nc3c2c(=O)n(C)c(=O)n3C)cc1 (configuration not stated)
 : -3 | 2 | -0.5 | -18 | 11 | 0 | 10 | 1 | 14
17) CCCS(=O)(=O)N1CCN(C(=O)CCC2CCCC2)CC1
 : 1 | 9 | -1.1 | -3 | 1 | 21 | 5 | 14 | 4
18) Cc1cc(C)c2c(=O)[nH]n(C(C)C)c2n1
 : 5 | 3 | -4.1 | -8 | -24 | 7 | -12 | 1 | -5
19) COc1ccc(C(=O)Nc2ccccc2C(=O)NCCN2CCOCC2)cc1
 : 0 | -48 | -1.3 | -12 | -4 | -4 | 1 | -9 | 14
20) Cc1cc(C)n(CCc2nc(-c3cccs3)cs2)n1
 : 1 | 1 | 2.4 | -2 | -11 | 7 | 2 | -2 | 0
21) COC(=O)Cn1c(CN2CCc3ccccc3C2)nc2c1c(=O)n(C)c(=O)n2C
 : -4 | 10 | -1.2 | -36 | 14 | 1 | 0 | 11 | 11
22) CCC1(C(=O)O)NC(c2cccc(OC)c2O)C2C(=O)N(c3ccccc3)C(=O)C21 (configuration not stated)
 : 3 | -16 | -1.8 | -3 | 0 | -9 | -26 | -6 | 10
23) OC(COc1ccc(C2C=CCC2)cc1)CN1CCCCC1 (configuration not stated)
 : -8 | -13 | 1.1 | -21 | 0 | 1 | 4 | 0 | /
24) COc1ccc(-c2nnc3ccc(SCC(=O)N4CCN(c5ccccc5)CC4)nn23)cc1OC
 : -4 | -7 | 1.7 | 11 | 30 | -1 | -15 | 5 | 9
25) CC1(C)OC(=O)C(=CNc2ccc(F)cc2)C(=O)O1
 : -2 | -149 | 1.6 | 0 | -8 | -28 | 10 | -12 | 7
26) CC(NC(=O)C1C(=O)N(CCO)C2(C)CC1c1ccccc1O2)c1ccccc1 (configuration not stated)
 : 1 | 6 | -2.4 | -5 | 12 | 3 | -7 | 9 | 7
27) COc1ccc(S(=O)(=O)Nc2ccccn2)cc1OC
 : -1 | 10 | -0.7 | -5 | 20 | 1 | 8 | -1 | 12
28) CC(=O)Nc1ccc(S(=O)(=O)N2CCC(NC(=O)c3ccco3)CC2)cc1
 : -2 | -10 | -0.7 | 0 | -19 | -3 | 10 | -9 | 23
29) O=C(COc1ccc2ccc(=O)oc2c1)Nc1ccc2c(c1)OCCO2
 : 4 | -13 | -1.2 | 1 | 2 | -4 | -17 | 5 | -5
30) CCOC(=O)CNC(=O)CSc1nnc(-c2cccc(OC)c2)n1CC
 : -2 | -25 | -2.5 | -6 | 10 | -9 | 1 | -5 | 7
31) C=CCN1C(c2ccc(OCC)cc2)=CS/C1=C(\C#N)c1nnc2n1CCCCC2
 : -5 | 21 | 0.8 | 1 | -7 | 10 | -2 | 12 | /
32) c1ccc(CSc2nnnn2-c2ccc3c(c2)OCCO3)nc1
 : -2 | / | -2.0 | 1 | -12 | / | / | / | /
33) O=C(Cn1ccc2ccccc2c1=O)N1CCN(c2cccc(Cl)c2)CC1
 : -1 | -8 | -3.4 | -1 | 5 | 1 | 1 | -1 | 13
34) CC(O)c1cc2c(cc1NC(=O)c1cnn3c1NC(c1ccco1)CC3C(F)(F)F)OCO2 (configuration not stated)
 : -4 | 2 | -1.6 | -10 | -10 | 8 | 6 | 3 | -11
35) COc1ccccc1N1CCN(S(=O)(=O)c2ccc3c4c(cccc24)C(=O)N3)CC1
 : -4 | 0 | -1.1 | -1 | 41 | -2 | 6 | 8 | 19
36) Cn1c(C(=O)N2CCN(C3CCCCC3)CC2)cc2c(=O)n(C)c3ccccc3c21
 : -2 | -1 | -0.9 | -10 | -3 | 8 | 6 | -2 | -4
37) CC(C)CCSc1nnc(Cn2c(=O)sc3ccccc32)n1C
 : -1 | -16 | -2.0 | -14 | 0 | 0 | -1 | -2 | 6
38) CNc1nnc(-c2cc3ccccc3oc2=O)s1
 : 1 | -9 | -1.0 | -7 | -10 | -9 | 1 | 6 | -7
39) COc1ccc(-c2nnc(CSc3nc4ccccc4c(=O)n3CC(C)C)o2)cc1OC
 : -1 | 1 | 3.2 | -13 | 19 | 7 | -12 | -1 | 1
40) O=C1CC(c2ccccc2)CC(O)=C1C=NCCN1CCOCC1 (configuration not stated)
 : 1 | 17 | 2.6 | -5 | -11 | 3 | -15 | 15 | 0

Three entries picked at random from those above, as already listed:
Every second line gives: Hsp90 inh | C1s inh | 5HT1a ag | Cdc25B block | MKP-1 inh | FXIa inh mix | FXIIa inh mix | Cathepsin G inh | CatL block
10) CC(C)(C)c1ccc(Cn2nnc3c(=O)[nH]c(C4CCN(C(=O)Cc5cccs5)CC4)nc32)cc1
 : 5 | 11 | 0.8 | -10 | 0 | 4 | 0 | 7 | -1
13) COc1ccc(OC)c(S(=O)(=O)N2CCC(C(=O)NCc3ccccc3)CC2)c1
 : 0 | -28 | -2.5 | -5 | -2 | 6 | 4 | -4 | 17
4) CN=C1c2cc3c(Br)c(OC)ccc3n2CCN1C
 : -2 | -69 | 1.2 | 18 | -21 | 4 | -14 | 7 | -6

The listing continues.
Every second line gives: Hsp90 inh | C1s inh | 5HT1a ag | Cdc25B block | MKP-1 inh | FXIa inh mix | FXIIa inh mix | Cathepsin G inh | CatL block
41) Cc1cc(N2CCN(c3cccc(C(F)(F)F)c3)CC2)n2nc(C)nc2n1
 : -5 | -45 | 1.6 | -10 | 15 | -7 | -1 | -6 | 11
42) Cc1ccc2cccc(NC(=O)C(F)(F)F)c2n1
 : 9 | -19 | -3.0 | 5 | -6 | 1 | 7 | -4 | -11
43) CC(C)c1ccccc1NC(=O)c1cnccn1
 : -13 | -3 | -0.1 | -7 | 9 | 10 | 5 | -3 | -3
44) O=S(=O)(Nc1nc2ccccc2nc1NCc1ccco1)c1ccc(Cl)cc1
 : -3 | -68 | -1.0 | 5 | -3 | -10 | 2 | 4 | -12
45) CCOC(=O)N1CCC2(O)CCCCC2C1c1ccc(F)cc1 (configuration not stated)
 : -2 | -1 | -0.5 | 1 | -5 | 0 | -1 | 7 | 8
46) Cc1ccc(S(=O)(=O)NCC(c2ccccc2)N2CCN(CCC#N)CC2)cc1 (configuration not stated)
 : -1 | 16 | 0.1 | -9 | 6 | 4 | 6 | 10 | 12
47) COCCOC(=O)c1c(C)nc(SCC(=O)Nc2ccc(OC)cc2)c(C#N)c1-c1ccco1
 : -5 | 8 | 5.3 | 6 | -4 | 10 | -17 | 14 | -1
48) N=c1c(C(=O)NC2CCCCC2)cc2c(=O)n3ccccc3nc2n1CCN1CCOCC1
 : -2 | -26 | 0.7 | 7 | 1 | 1 | 2 | 4 | -183
49) CCn1c(=N)c(C(=O)NCc2cccnc2)cc2c(=O)n3cccc(C)c3nc21
 : -1 | -63 | 7.0 | -8 | -26 | -9 | 8 | -4 | -180
50) c1ccc(-n2c(-c3ccncc3)nnc2N2CCOCC2)cc1
 : 1 | -29 | -1.8 | 2 | 15 | -3 | -14 | -2 | 7
51) Cn1c(Cc2ccccc2)nnc1SCCC(=O)Nc1ccccc1
 : -3 | 12 | -0.1 | 4 | 5 | 6 | -29 | 13 | -5
52) CCOC(=O)N1CCN(C(=O)CS(=O)Cc2nc(-c3cccc(C)c3)oc2C)CC1 (configuration not stated)
 : -3 | 12 | 0.9 | -14 | 7 | 1 | -5 | 7 | /
53) O=c1[nH]c2ccccc2n1CCCOc1ccccc1
 : -1 | -8 | 1.4 | 3 | 4 | -4 | 8 | 5 | 7
54) COc1cccc(CNCCOCCO)c1OC
 : -4 | -20 | -3.3 | 8 | -16 | -4 | 5 | 6 | 11
55) O=C(CCN1CCN(c2ccc(F)cc2)CC1)Nc1ccccc1F
 : 0 | 15 | 0.3 | -2 | 0 | 2 | 7 | 13 | -4
56) COC(=O)[C@H]1CCCN1C(=O)Nc1cccc(Oc2c(F)c(F)c(F)c(F)c2F)c1
 : 0 | / | 0.1 | 5 | -13 | / | / | / | 26
57) O=C1CC(N2CCN(c3ccc(F)cc3)CC2)C(=O)N1Cc1ccc(N2CCCC2=O)cc1 (configuration not stated)
 : 1 | 3 | -3.4 | -1 | -5 | -1 | 0 | -3 | -4
58) Nc1c(C(=O)OCC2CCCO2)c2nc3ccccc3nc2n1-c1ccc2c(c1)OCCO2 (configuration not stated)
 : -4 | -19 | 3.4 | 8 | 37 | 0 | -6 | -1 | -5
59) O=C(COc1ccccc1F)c1ccc(O)cc1O
 : 0 | 12 | -2.3 | -8 | 3 | 7 | 3 | 6 | 8
60) O=P(Cc1nnco1)(c1ccccc1)c1ccccc1
 : -2 | / | -1.0 | 10 | -12 | / | / | / | 6
61) CCOCCCNC(=O)c1c(C)c(C(=O)OCC)n(C)c1C
 : -3 | -9 | -1.3 | 7 | 6 | -2 | 12 | -12 | 1
62) CCc1ccc(NS(=O)(=O)c2ccc3[nH]cc(C(=O)NCC4CCCO4)c(=O)c3c2)cc1 (configuration not stated)
 : -5 | 12 | -0.9 | 17 | 37 | 3 | -11 | 14 | -3
63) CCC(=O)c1ccc(OCC(O)Cn2c(C)nc3ccccc32)cc1 (configuration not stated)
 : 4 | -68 | 0.1 | 4 | -2 | -3 | 11 | -5 | 8
